# L3MBTL1 inh = inhibitors of human L3MBTL1. AlphaScreen L3MBTL1–H3K9me1 peptide binding. 0.66% of 230,000 active. AID 485360. Q9Y468. Potency, µM (top dose mostly 57.1 µM), for the others: at the top dose activity, negative = inhibition, usual class: inhibitors; active = well fitted inhibition curve with a large enough effect; inconclusive = small, poorly fitted or top-dose-only effect; inactive = no such curve, though single readings can be large or run the other way; note: nearly all actives have a fitted effect of over 60% in size
# Target sequence (Q9Y468 whole entry, looked up): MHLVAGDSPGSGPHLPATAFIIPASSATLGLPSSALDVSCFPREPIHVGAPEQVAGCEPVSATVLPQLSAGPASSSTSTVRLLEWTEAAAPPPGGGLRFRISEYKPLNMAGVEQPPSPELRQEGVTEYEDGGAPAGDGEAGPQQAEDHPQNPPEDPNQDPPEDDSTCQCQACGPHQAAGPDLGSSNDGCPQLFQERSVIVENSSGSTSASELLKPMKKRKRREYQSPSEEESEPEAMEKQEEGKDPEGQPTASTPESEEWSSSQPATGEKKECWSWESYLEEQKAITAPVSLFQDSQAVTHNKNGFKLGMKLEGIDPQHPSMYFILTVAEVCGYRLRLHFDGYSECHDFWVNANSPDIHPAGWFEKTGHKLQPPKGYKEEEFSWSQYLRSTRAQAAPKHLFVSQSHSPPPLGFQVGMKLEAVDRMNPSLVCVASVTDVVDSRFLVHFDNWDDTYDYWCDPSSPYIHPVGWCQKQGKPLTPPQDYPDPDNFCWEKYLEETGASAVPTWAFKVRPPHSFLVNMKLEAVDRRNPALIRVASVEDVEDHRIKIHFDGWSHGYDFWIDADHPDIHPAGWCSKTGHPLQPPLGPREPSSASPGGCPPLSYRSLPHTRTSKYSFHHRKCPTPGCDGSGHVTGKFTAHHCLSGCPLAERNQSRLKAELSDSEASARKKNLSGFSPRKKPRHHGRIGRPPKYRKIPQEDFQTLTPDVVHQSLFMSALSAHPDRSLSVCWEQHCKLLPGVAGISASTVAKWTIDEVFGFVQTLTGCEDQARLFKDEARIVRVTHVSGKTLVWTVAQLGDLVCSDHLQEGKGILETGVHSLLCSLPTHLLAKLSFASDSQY
#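 AlphaScreen proximity signal between nickel-chelate acceptor and streptavidin donor beads (final 10 ug/mL) reports binding of 50 nM L3MBTL1 to 75 nM biotin-H3 K9me1 peptide; complex incubated with compounds 30 min at room temperature; cefsulodin titration as control.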
# Starred values were filed as active, the others as inactive; ? = inconclusive; [ ] = another dose, or the depositor's remark. % is set by controls: 0 for no effect and ±100 for the full control effect; potency is the fitted concentration of half-maximal effect.
L3MBTL1 inh | mol
6% | CN(CC(=O)NCCc1ccc(S(N)(=O)=O)cc1)CC(=O)Nc1ccccc1Cl
-4% | O=C(OCc1ccccc1F)c1cc([N+](=O)[O-])ccc1N1CCOCC1
5% | COc1ccc(NC(=O)C(=O)NCCN2CCN(C(=O)c3ccc(C(C)(C)C)cc3)CC2)cc1
-5% | CC1Cc2ccccc2N1S(=O)(=O)c1cccc(C(=O)NNC(=O)c2ccccc2F)c1 (stereo not drawn)
2% | N#Cc1c(-c2ccccc2)cc(-c2ccc3c(c2)OCO3)[nH]c1=O
0% | N#Cc1c2ccc([N+](=O)[O-])cc2[n+]([O-])n1-c1ccccc1
29% | Cc1noc(C)c1CSCC(=O)Nc1cc(C(F)(F)F)ccc1N1CCCCC1
1% | C[C@H](CO)N1C[C@H](C)[C@@H](CN(C)C(=O)Nc2ccc3c(c2)OCO3)Oc2ccc(NC(=O)C3CCCCC3)cc2C1=O
-3% | CCCOc1ccc(/C=N/n2nnnc2N)cc1OC
-8% | Cc1ccc(C)c(N2CCN(C(=O)c3cc(S(=O)(=O)N4CCOCC4)cn3C)CC2)c1
4% | O=C1CS/C(=N/N=C/c2ccccc2)N1c1ccc(O)cc1
-2% | O=S(=O)(c1ccccc1)N1CCN(Cc2cc3c(cc2Br)OCCO3)CC1
1% | O=C(CCOc1cccc(Br)c1)NNC(=O)COc1ccc(F)cc1
13% | COc1ccc(CC(C(=O)Nc2ccc(OC)cc2)c2nn[nH]n2)cc1 (stereo not drawn)
1% | CCn1c(/C=C/c2cc[n+](C)cc2)nc2ccccc21
1% | CCOC(=O)C1CCN(Cc2ccc(OCc3ccccc3)c(OC)c2)CC1
2% | CCN(Cc1nc2ccccc2c(=O)[nH]1)C(=O)c1ccc(C)c(NC(=O)c2ccco2)c1
3% | C[C@H](CO)N1C[C@H](C)[C@@H](CN(C)Cc2ccc(-c3ccccc3)cc2)Oc2c(NC(=O)Cc3ccccc3)cccc2C1=O
2% | CC(=O)Nc1ccc(CN2CCCCCC2)cc1
6% | O=C(CSc1ccccc1F)NCC(c1cccs1)N1CCOCC1 (stereo not drawn)
9% | COc1cccc(C(=O)NCCS(=O)(=O)NCc2ccco2)c1
-8% | CCCNC(=O)CN1CCN(S(=O)(=O)c2ccc(Br)s2)CC1
-18% | CC(=O)c1cccc(S(=O)(=O)NCCCN2CCOCC2)c1
4% | Cc1cccc(NC(=O)COC(=O)c2ccc(S(=O)(=O)N3CCCC3)cc2)c1
0% | CC(C)c1ccc(OCC(=O)NN2C(=O)c3ccccc3C2=O)c(Br)c1
-2% | O=c1[nH]c(=S)[nH]c2sc3c(c12)CCCCCC3
4% | CC[C@H]1CCCCc2ccccc2[C@@H](C(=O)C[C@@H](O)CC(C)=O)OC1=O
1% | COc1ccc(NC(=O)C2CC2)cc1S(=O)(=O)N1CCOCC1
-15% | CSc1ccc(Cl)c(C(=O)OCC(=O)N2CCN(c3ccccc3)CC2)c1
6% | CC(=O)N/C(=C\c1ccccc1)C(=O)OCC(=O)Nc1cc(S(=O)(=O)N(C)C)ccc1C

# The final three records of the part above come first, to join the parts:
L3MBTL1 inh | mol
1% | COc1ccc(NC(=O)C2CC2)cc1S(=O)(=O)N1CCOCC1
-15% | CSc1ccc(Cl)c(C(=O)OCC(=O)N2CCN(c3ccccc3)CC2)c1
6% | CC(=O)N/C(=C\c1ccccc1)C(=O)OCC(=O)Nc1cc(S(=O)(=O)N(C)C)ccc1C
-1% | COc1ccccc1N1CCN(C2CCCN(Cc3cc(F)cc(F)c3)C2)CC1 (stereo not drawn)
1% | COc1ccc(CCN(C)C2CCCN(C(=O)CCC(F)(F)F)C2)cc1OC (stereo not drawn)
2% | Cc1cccc(OCC(=O)Nc2cc(Cl)ccc2-n2cncn2)c1C
-3% | CC1(C2CC2)NC(=O)N(CC(=O)Nc2ccc(Cl)c([N+](=O)[O-])c2)C1=O (stereo not drawn)
0% | COc1cc(OC)cc(C(=O)N[C@H](C(=O)NC2=NCCS2)C(C)C)c1
-3% | CC(=O)c1c(C)[nH]c(C(=O)COc2ccc3c(C)cc(=O)oc3c2)c1C
-1% | N#CCS(=O)(=O)c1ccccc1
? | O=C(COC(=O)Cc1ccsc1)Nc1ccc(Cl)cc1F
-2% | Cc1ccc(C)c(OCCC(=O)NNC(=O)c2ccccc2F)c1
6% | O=C(CCc1ccccc1)NCc1ccc(F)cc1
3% | Cc1ccc(C(=O)Nc2ccc(S(=O)(=O)Nc3ncccn3)cc2)cc1[N+](=O)[O-]
2% | CCC1CCCCN1C(=O)CCCc1ccccc1 (stereo not drawn)
16% | C=CCn1c2ccccc2c(=O)c2cc(C#Cc3ccccn3)ccc21
-6% | COc1ccc(N(Cc2ccccc2)C(=O)OC(C)(C)C)c(C(=O)N(C)OC)c1
-10% | CCOc1ccc(C(=O)N[C@H](C(=O)Nc2ccc(S(=O)(=O)Nc3nccs3)cc2)C(C)C)cc1
? | Nc1ccc(-c2c3ccc(=O)cc-3oc3cc(O)ccc23)c(C(=O)O)c1
8% | CC(NC(=O)COC(=O)COc1ccc(Cl)cc1)c1ccccc1 (stereo not drawn)
4% | CCC(=O)NC(c1cc(Cl)c2ccccc2c1O)C1CC1 (stereo not drawn)
0% | Cc1nc(SCC(=O)Nc2ccccc2Cl)c2c(C)c(C)sc2n1
7% | CC(C)[C@H](NC(=O)c1ccccc1F)C(=O)NC1CCCCCCC1
-8% | COc1ccc(-c2nn(-c3ccccc3)cc2C(N)=O)cc1OC
1% | COc1ccccc1N1CCN(C2CCCN(C(=O)CCC(=O)N(C)C)C2)CC1 (stereo not drawn)
-4% | Cc1ccc(S(=O)(=O)NCCN2CCN(S(=O)(=O)c3ccccc3Cl)CC2)cc1
3% | COc1cccc(NC(=O)Nc2nc(SC)ns2)c1
4% | CCCn1nc(C(=O)NC2CCCC2)c2ccccc2c1=O
-2% | CC(=O)c1ccc(NC(=O)C(C)OC(=O)c2ccc(Br)o2)cc1 (stereo not drawn)
9% | CC(C)(C)OC(=O)N1CCC(CC2CC(c3cccc(Br)c3)=NO2)(C(=O)O)CC1 (stereo not drawn)
7% | O=C(CN1CCCSc2ccccc21)N1CCN(S(=O)(=O)c2cccc(F)c2)CC1
-6% | NC(=O)CC(NC(=O)Cc1ccc(Cl)cc1)c1ccc(N2CCC(Cc3ccccc3)CC2)c([N+](=O)[O-])c1 (stereo not drawn)
1% | CC1CCCCC12NC(=O)N(CC(=O)Nc1ccccc1F)C2=O (stereo not drawn)

# 2 of these compounds in another layout:
N#CCS(=O)(=O)c1ccccc1
- L3MBTL1 inh = -1%

O=C(COC(=O)Cc1ccsc1)Nc1ccc(Cl)cc1F
- L3MBTL1 inh = ?

# Arranged by the number under L3MBTL1 inh (lowest first): 3 of the compounds above
L3MBTL1 inh | mol
-6% | NC(=O)CC(NC(=O)Cc1ccc(Cl)cc1)c1ccc(N2CCC(Cc3ccccc3)CC2)c([N+](=O)[O-])c1 (stereo not drawn)
4% | CCCn1nc(C(=O)NC2CCCC2)c2ccccc2c1=O
16% | C=CCn1c2ccccc2c(=O)c2cc(C#Cc3ccccn3)ccc21

# Going on with the list:
L3MBTL1 inh | mol
-1% | CC(=O)c1c(C)[nH]c(C(=O)OCC(=O)Nc2c(C)cccc2C)c1C
3% | CCOC(=O)c1nn(-c2ccccc2Cl)c(=O)cc1OCC(=O)Nc1cccc(OC)c1
5% | CCCCN1CC(=O)N2[C@H]3c4ccccc4OC[C@@H]3[C@H](C(=O)OCC)[C@]2(C)C1=O
-14% | O=C(CN1C(=O)NC2(CCCCC2)C1=O)Nc1ccccc1N1CCCC1
-4% | O=C(/C=C/c1ccccc1Cl)NC1CCCCC1
5% | O=C(CCc1ccccc1)NC1C2CC3CC(C2)CC1C3 (stereo not drawn)
-3% | COCCn1c(N)c(N(Cc2ccccc2)C(=O)c2ccc(-c3ccc(Cl)cc3)o2)c(=O)[nH]c1=O
1% | COc1ccccc1CNc1cncnc1
5% | CCN(C(=O)CN1CCCCC1)c1c(N)n(Cc2ccccc2)c(=O)[nH]c1=O
1% | Cc1cc(Br)ccc1NC(=O)CN(C)C(=O)CNC(=O)Cc1ccccc1
5% | O=C(CSc1ccccc1C(=O)O)Nc1ccc2c(c1)OCO2
-5% | COc1cc(C(=S)N2CCOCC2)ccc1OS(=O)(=O)c1ccc(Cl)cc1
-11% | COc1ccc(OC)c(-c2csc(NC(=O)C3=COCCO3)n2)c1
-2% | Cc1nnc(N2C(=O)c3cccc4c([N+](=O)[O-])ccc(c34)C2=O)s1
5% | Cc1ccc(S(=O)(=O)NCCC(=O)N2CCCCCCC2)cc1C
0% | CCN(CC(=O)Nc1ccc(OC)cc1)C(=O)c1ccc(N2C(=O)CCC2=O)cc1
10% | CC(=O)N1CCN(C(=O)c2ccc(S(=O)(=O)Nc3cccc(C(F)(F)F)c3)cc2)CC1
-1% | CCN(CC)S(=O)(=O)c1cccc(C(=O)OCC(=O)NCc2ccccc2OC)c1
-7% | Cc1ccc(S(=O)(=O)NCC(c2ccc3c(c2)OCO3)N2CCOCC2)cc1 (stereo not drawn)
3% | CCN1CCN(S(=O)(=O)c2ccc(Cl)c(C(=O)NC3CC3)c2)CC1
8% | Cc1ccc(C(=O)NCC(=O)N2CCCN(S(=O)(=O)c3ccc(C)cc3)CC2)cc1
3% | C[C@]12c3[nH]c4ccccc4c3CCN1C(=O)C(CC(=O)NCCN1CCOCC1)C[C@@H]2C(=O)N1CCCCC1 (stereo partly drawn)
3% | Cc1ccc(S(=O)(=O)Nc2cccc(C(=O)NCCCN3CCCC3=O)c2)cc1F
-11% | Cc1ccc(NCc2nc(SCC(=O)Nc3ccccc3)n[nH]2)cc1
-33% | Cc1cc(O)c(C(=O)/C=C/c2ccccc2Br)c(=O)o1
2% | O=C(CCN=C1NS(=O)(=O)c2ccccc21)OCc1nnc(-c2ccccc2)o1
-4% | Cc1ccc(S(=O)(=O)N2CCC(C(=O)Nc3ccccc3N3CCCC3)CC2)cc1C
-1% | Cc1ccc(N2C(=O)N(CC(=O)Nc3cc(F)ccc3C)C(=O)C2C)cc1 (stereo not drawn)
5% | COc1ccc(S(=O)(=O)N(C)C)cc1NC(=O)CN1CCN(C(=O)C2CC2)CC1
12% | CC1(C)CC(=O)C=C(NC2CCCCC2)C1

# A few values from the results shown.
# For L3MBTL1 inh, CCN(CC(=O)Nc1ccc(OC)cc1)C(=O)c1ccc(N2C(=O)CCC2=O)cc1 is entered as 0%
# For L3MBTL1 inh, Cc1noc(C)c1CSCC(=O)Nc1cc(C(F)(F)F)ccc1N1CCCCC1 is entered as 29%

# More structures
L3MBTL1 inh | mol
5%[2.29 µM] | COc1ccccc1C1NC(=O)NC(C)=C1C(=O)OCc1ccccc1 (stereo not drawn)
2% | CCOC(=O)CNC(=O)CSc1ncccc1-c1nc2ccccc2[nH]1
6% | COCCCN(C(=O)CCOc1ccccc1C)c1c(N)n(Cc2ccccc2)c(=O)[nH]c1=O
-9% | COc1ccc(CCNC(=O)COC(=O)c2cc(=O)[nH]c3ccccc23)cc1
? | CC[C@@]12C(=O)N(c3ccc(C)cc3)C(=O)N1[C@H](c1ccc(OC)cc1)[C@@H]1C(=O)N(C(C)(C)C)C(=O)[C@@H]12
? | COc1ccccc1N1C(=O)CC(N2CCN(c3ccc(F)cc3)CC2)C1=O (stereo not drawn)
1% | COc1ccc(C(=O)Nc2ccc3c(c2)OCCO3)cc1S(=O)(=O)N1CCOCC1
-4% | COc1cc(Br)c(CN2CCCN(C)CC2)cc1OC
3% | CCOc1ccc(C2(C)CC(=O)N(C)C2=O)cc1 (stereo not drawn)
-1% | CNC(=O)c1ccccc1Nc1ccc(SC(F)F)cc1
2% | Cc1ccc(CCNC(=O)Cc2ccc(NC3=NC4CS(=O)(=O)CC4S3)cc2)cc1 (stereo not drawn)
47%[activator] | Cc1ccc(S(=O)(=O)N2C(=O)CCC2C(=O)N2CCCCC2)cc1 (stereo not drawn)
-6% | COCCn1c(N)c(N(Cc2ccccc2)C(=O)CSCC(=O)Nc2ccc(C)cc2)c(=O)[nH]c1=O
6% | O=Cc1ccccc1-c1cn(CCCOCc2ccccc2)nn1
-3% | O=C(CN1CCCc2ccccc21)Nc1cc(S(=O)(=O)N2CCCC2)ccc1Cl
-4% | CCOc1ccccc1NC(=O)c1cccc(NC2=NC3CS(=O)(=O)CC3S2)c1 (stereo not drawn)
1% | Cc1ccc(C)c(NC(=O)[C@@H]2CCCN2S(=O)(=O)c2ccccc2F)c1
4% | CCc1noc(C)c1C(=O)N(CC)CC(=O)Nc1ccccc1C(F)(F)F
13% | CCN(CC(=O)NCc1cccs1)C(=O)c1ccc(NS(=O)(=O)c2ccc(F)cc2)cc1
6%[2.29 µM] | CCOC(=O)Cc1csc(NS(=O)(=O)c2cccc([N+](=O)[O-])c2)n1
3% | COc1ccc(NC(=O)N(C)C[C@H]2Oc3ccc(NC(=O)NC(C)C)cc3C(=O)N([C@H](C)CO)C[C@@H]2C)cc1
5% | NC(=O)c1ccc(NC(=O)COC(=O)c2n[nH]c3ccccc23)cc1
-7% | CCc1ccc(CN(C)C(=O)C2=CC=CN3CCS(=O)(=O)N=C23)cc1
2% | Cc1ccc(NC(=O)c2ccc3nc(N4CCOCC4)sc3c2)c(Cl)c1
48%[activator] | Cc1ccc(C(=O)NCC(=O)OC(C)C(=O)NC2CCCc3ccccc32)cc1 (stereo not drawn)
-11% | Cc1cccc(COc2ccc(S(=O)(=O)N3CCOCC3)cc2[N+](=O)[O-])c1
3% | CCCCOc1ccc(C2(C)NC(=O)NC2=O)cc1 (stereo not drawn)
-1% | CCOC(=O)c1cnc2c(Cl)cccc2c1NCCCN1CCOCC1
2% | COc1ccccc1NCN1C(=O)CCC1=O

# From PubChem BioAssay

# A portion of the library; the hit share may differ from the screen's.
